ATXN viability = Viability Counterscreen for Primary qHTS for Inhibitors of ATXN expression; S2 cells (HEK-293 line with an ATXN2-luciferase reporter) viability, CellTiter-Fluor protease fluorescence, 24 h; Potency, µM (top dose mostly 56.7 µM), hits mostly cytotoxic; 0.49% of 400,000 active; AID 651635, 2014; also: nearly all actives have a fitted effect of over 40% in size
Nrf2 ARE act = qHTS of Nrf2 Activators | AREc32 ARE-luciferase reporter (MCF7-derived line), luminescence, 24 h | Potency, µM (doses to about 46.1 µM), without a hit: at the highest dose activation, usual class: activators | 0.31% of 410,000 active | AID 624171, 2012; also: % of control where 0% means no effect; nearly all actives have a fitted effect of over 65% in size
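Luminescent ARE reporter assay in AREc32_Fluc cells: overnight plating at 37 deg C, 24 hr compound incubation, Steady-Glo added, 30 min RT before reading.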
Nrf2 block = Nrf2 qHTS screen for inhibitors. A549 ARE-Fluc reporter, luciferase luminescence, 18-24 h. Potency, µM (series often up to 46 µM), without a hit: at the highest dose activity change, negative = inhibition, usual class: inhibitors. 2.1% of 360,000 active. AID 504444, 2011; also: % is scaled to controls: 0 for no effect and ±100 for the full control effect; nearly all actives have a fitted effect of over 60% in size
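Two sequential reads on A549 ARE_Fluc cells exposed to compound for 18-24 h: a CellTiter-Fluor fluorescence read for viability, then a luciferase luminescence read for Nrf2/ARE activity.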
EPAC2 antag = qHTS for Antagonist of cAMP-regulated guanine nucleotide exchange factor 2 (EPAC2): primary screen; Rap guanine nucleotide exchange factor 4 (Homo sapiens), Q8WZA2; EPAC2 GEF exchange of Rap1B-BODIPY-GDP, fluorescence; Potency, µM (doses to about 114 µM), for the others: top-dose activity, negative = inhibition, actives largely listed as inhibitors; 0.18% of 360,000 active; also: % is scaled to controls: 0 for no effect and ±100 for the full control effect; nearly all actives have a fitted effect of over 45% in size; many of its hits are not listed in these tables
Target sequence (Q8WZA2 whole entry, looked up): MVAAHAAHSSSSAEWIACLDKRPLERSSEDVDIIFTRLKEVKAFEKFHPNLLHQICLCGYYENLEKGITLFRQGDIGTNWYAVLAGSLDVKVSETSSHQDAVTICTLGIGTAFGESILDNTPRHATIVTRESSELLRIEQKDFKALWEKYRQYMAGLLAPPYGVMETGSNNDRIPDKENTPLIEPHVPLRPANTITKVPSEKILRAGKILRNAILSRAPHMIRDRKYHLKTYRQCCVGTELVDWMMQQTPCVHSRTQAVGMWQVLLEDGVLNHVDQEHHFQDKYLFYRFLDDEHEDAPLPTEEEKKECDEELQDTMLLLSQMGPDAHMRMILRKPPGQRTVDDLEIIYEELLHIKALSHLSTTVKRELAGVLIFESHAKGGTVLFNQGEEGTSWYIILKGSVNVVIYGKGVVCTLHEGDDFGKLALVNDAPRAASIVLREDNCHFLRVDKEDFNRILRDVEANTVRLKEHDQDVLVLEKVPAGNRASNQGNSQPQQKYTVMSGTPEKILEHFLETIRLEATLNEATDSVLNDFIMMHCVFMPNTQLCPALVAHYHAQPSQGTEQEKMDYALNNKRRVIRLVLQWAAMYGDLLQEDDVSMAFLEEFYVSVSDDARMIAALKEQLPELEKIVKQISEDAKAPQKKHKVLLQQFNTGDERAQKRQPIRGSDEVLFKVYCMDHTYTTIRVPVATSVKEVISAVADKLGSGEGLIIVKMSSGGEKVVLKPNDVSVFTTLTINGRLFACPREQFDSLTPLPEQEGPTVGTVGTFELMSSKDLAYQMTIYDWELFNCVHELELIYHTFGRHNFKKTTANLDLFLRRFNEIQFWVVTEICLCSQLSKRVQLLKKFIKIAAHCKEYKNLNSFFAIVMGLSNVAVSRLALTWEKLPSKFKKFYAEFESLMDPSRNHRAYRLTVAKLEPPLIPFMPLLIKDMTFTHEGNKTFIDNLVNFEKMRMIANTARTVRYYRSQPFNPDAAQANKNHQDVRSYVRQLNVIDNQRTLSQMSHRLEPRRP
ATXN2 expr inh = Primary qHTS for Inhibitors of ATXN expression; HEK-293 ATXN2-luciferase reporter, luminescence, 24 h; Potency, µM (top dose mostly 57 µM), for inactives: at the highest dose activity change, negative = inhibition, actives largely listed as inhibitors; 0.72% of 360,000 active; also: % is scaled to controls: 0 for no effect and ±100 for the full control effect; nearly all actives have a fitted effect of over 55% in size
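ATXN2-luciferase reporter cells (luciferase flanked by upstream and downstream ATXN2 gene portions) were treated 24 h at 37 °C with compounds at up to 57 uM. SteadyGlo luminescence gave expression; GF-AFC fluorescence gave viability.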
MCF10A rereplic = A quantitative high throughput screen for small molecules that induce DNA re-replication in MCF 10a normal breast cells; MCF 10A DNA re-replication, Hoechst nuclear intensity, 48 h; Potency, µM (titrated, usually from 46.1 µM), for inactives: at the highest dose activity, positive = re-replication, hits mostly activators; 2.9% of 350,000 active; also: % of control where 0% means no effect; nearly all actives have a fitted effect of over 50% in size
TGFb inhibitor = qHTS for Inhibitors of TGF-b | 1.2% of 410,000 active | AID 588855, 2011 | HepG2 CAGA-GFP TGF-b/SMAD3 reporter, GFP fluorescence, 18 h; TGF-beta stimulated, 500 pg/mL final | Potency, µM (titrated, usually from 46.1 µM), inactives show at the highest dose activity, negative = inhibition, actives largely listed as inhibitors; also: % is scaled to controls: 0 for no effect and ±100 for the full control effect; nearly all actives have a fitted effect of over 65% in size
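HEPG2 CAGA-GFP cells (1000/well, DMEM with 1% FBS) were pre-incubated 2 h at 37 degrees C, given compound by pin tool, then stimulated with TGF-beta at 500 pg/mL final for 18 h before per-cell GFP fluorescence imaging.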
HepG2 viability = qHTS for Inhibitors of TGF-b: Cytotox Counterscreen; HepG2 CAGA-GFP viability, ATP luminescence, 18 h; Potency, µM (top dose mostly 46.1 µM), inactives show at the highest dose activity change, negative = cytotoxicity, usual class: cytotoxic; 0.76% of 410,000 active; AID 588856, 2011; also: some results filed as inactive show a strong effect at the top dose
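HepG2 CAGA-GFP cells (1000/well, DMEM with 1% FBS) received compound, then TGF-beta at 500 pg/mL final, and were incubated 18 hours at 37 degrees C. Viability was read by CellTiter-Glo luminescence. Media-only wells were set as complete cell-killing and DMSO as no toxicity.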
A549 viability = Nrf2 qHTS screen for inhibitors: counterscreen for cytotoxicity; 0.16% of 390,000 active; A549 ARE-Fluc cells, CellTiter-Fluor viability, 18-24 h; AID 504648, 2011; Potency, µM (doses to about 46 µM), for the others: at the top dose activity change, negative = cytotoxicity, usual class: inhibitors; also: % is scaled to controls: 0 for no effect and ±100 for the full control effect
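A549 ARE-Fluc cells in 5% FBS OPTI-MEM, 5000 cells/well, rested 2 h then exposed to compounds in concentration-response for 18-24 h at 37 °C. Viability by CellTiter-Fluor fluorescence (Ex 405/Em 525) after 30 min; luciferase luminescence (BugLite, 15 min, RT) read afterwards.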
The depositor's hits bear a star; i = inactive; ? = inconclusive; . = not tested or not shown; & = joins results of further samples; [ ] = remark or other dose. Calls follow the shape of the dose curve; as a rule, active = well fitted curve in the direction sought with a large enough effect; inconclusive = small, poorly fitted or top-dose-only effect, or another doubt; inactive = no such curve, though single readings can be large; an effect the other way counts as inactive or inconclusive. Potency is read from the fitted curve at half-maximal effect.

SMILES | ATXN viability | Nrf2 ARE act | Nrf2 block | EPAC2 antag | ATXN2 expr inh | MCF10A rereplic | TGFb inhibitor | HepG2 viability | A549 viability
COc1ccccc1CNC(=O)CCn1c(=O)oc2ccccc21 | i | -1.3% | -13.4% | 3.3% | 7.6% | 0.4% | -1.2% | 2.3% | 0.0%
COc1ccc(OCc2nnc3n2N=C(c2ccc(OC)cc2)CS3)cc1 | i | -0.1% | 1.3% | -11.8% | -18.9% | 0.0% | -15.6% | -8.4% | 3.0%
O=S(=O)(Nc1ccccc1Cl)c1cc(NC(=S)NCCN2CCOCC2)ccc1Cl | i | 0.2% | -18.9% | -15.9% | -11.1% | ? | 6.1% | -19.1% | -2.3%
CSc1cccc(NC(=O)CN(C)S(=O)(=O)c2ccc3c(c2)n(C)c(=O)c(=O)n3C)c1 | i | 0.7% | -8.3% | . | 13.4% | . | 2.7% | -16.0% | -0.8%
COc1cccc(C2CC(c3ccccc3Cl)n3nc(N)nc3N2)c1 (configuration not stated) | i | -0.3% | ? | 3.6% | 6.5% | 4.8% | -9.7% | 1.9% | 17.8%
CC(C)(C)OC(=O)NCCc1nnc(SCC(=O)Nc2ccc(Br)cc2)o1 | i | 0.2% | -3.1% | -12.9% | -14.8% | -1.7% | -27.6% | -2.1% | 2.3%
O=C(Nc1c(-c2ccccc2)nc2ccc(Cl)cn12)c1cccs1 | i | 4.4% | -4.8% | 3.3% | -7.2% | 2.0% | ? | -2.9% | 3.3%
Cc1cc(N/N=C/c2ccc([N+](=O)[O-])o2)nc2ccccc12 | . | -0.4% | ? | -11.6% | ? | -38.7%[inhibitor] | 6.7% | -55.7% | -25.7%
CCN(CC)S(=O)(=O)c1ccc(N2CCOCC2)c(NS(=O)(=O)c2cccs2)c1 | i | -1.0% | -18.6% | 2.9% | -3.3% | 3.2% | 3.5% | -4.4% | 1.1%
Cc1ccc(S(=O)(=O)NC(=O)NCCc2ccccc2)cc1 | i | 0.2% | 6.8% | 5.1% | 1.5% | 1.3% | -0.6% | -8.0% | 8.4%
COc1cc(-c2nnc(SCC(=O)c3ccc(C)cc3)o2)cc(OC)c1OC | i | 0.7% | 1.8% | -3.5% | -5.9% | 11.8% | 0.2% | -17.6% | 3.2%
COc1ccc(CN2c3c(Br)cccc3C(=O)CS2(=O)=O)cc1 | i | 1.0% | -11.2% | -14.9% | -25.6% | ? | ? | -33.7% | -7.0%
COC(=O)c1c(-c2c(Cl)cccc2Cl)noc1C(=O)NNC(=O)N(C)C | i | -0.3% | -5.5% | -0.4% | -1.0% | 21.1% | -10.7% | -27.5% | -8.7%
COCCCNC(=O)C1CCCN(S(=O)(=O)c2ccc3c(c2)oc(=O)n3C)C1 (configuration not stated) | ? | -0.9% | -6.9% | . | -2.6% | . | 1.2% | 5.8% | 1.1%
CCCCCN1C(=O)/C(=C/c2c(N3CCc4ccccc4C3)nc3ccccn3c2=O)SC1=S | i | 8.4% | 28.0% | -13.1% | 98.4%[activator] | -2.8% | 16.6% | 2.8% | -13.3%
COc1ccc(-c2nc(C#N)c(NCC3CCCO3)o2)cc1OC (configuration not stated) | i | 4.6% | 9.8% | 2.2% | 51.9%[activator] | -3.4% | 5.6% | -20.6% | -2.7%
CC(=O)C1=CCC(c2ccc(F)cc2)N(S(=O)(=O)c2ccc(C)cc2)C1 (configuration not stated) | ? | 14.0%&7.7% | . | -8.3%&-1.9% | -17.8%&0.0% | . | ? | -10.2%&-31.8% | .
CC(=O)Cn1ncc(N2CCOCC2)c(Cl)c1=O | i | 2.3% | 5.5% | -23.0% | . | 3.0% | 0.3% | -11.5% | 18.7%
Cc1[nH]n(-c2ccccc2)c(=O)c1C=Nc1ccc(S(N)(=O)=O)cc1 | i | 0.1% | 4.3% | 1.2% | -3.7% | 4.5% | 6.3% | -17.7% | 1.4%
COc1ccc(OC)c(C(=O)c2coc3ccc(OCC(=O)O)cc23)c1 | i | -0.4% | -4.8% | 7.7% | 0.7% | -1.2% | -11.0% | -3.3% | -5.5%
COc1ccc2c(c1)cc(C(=O)N[C@@H](Cc1ccccc1)C(=O)O)n2C | i | 0.0% | -7.8% | -2.2% | . | 1.3% | -1.2% | -5.8% | 0.3%
CC(C)N(Cc1ccccc1)C(=S)NCCN1CCOCC1 | i | -0.2% | -4.0% | 3.9% | -4.0% | ? | 2.6% | 28.4% | 0.1%
O=C(CCNC(=O)c1ccccc1Cl)NCc1ccco1 | i | 0.3% | 13.6% | 8.0% | 0.2% | -0.9% | 27.4% | 6.5% | 3.2%
Cc1cccc(CC(=O)Nc2ccc3nc(N4CCC(C)CC4)cc(C)c3c2)c1 | i | -0.2% | -0.4%[9.27 µM] | . | -27.2% | . | -2.2% | 1.0% | 6.5%
Cc1ccccc1OCCNc1cc(N2CC(C)NC(C)C2)ccc1[N+](=O)[O-] (configuration not stated) | 23.8µM* | -5.2% | -7.1% | -9.1% | ? | -4.1% | ? | -116.5% | -18.5%
CC1CN(Cc2ccccn2)CCC1=O (configuration not stated) | ? | -0.2% | 5.8% | -1.5% | 3.0% | 15.6% | ? | 12.3% | -1.3%
CCCCn1c(-c2ccoc2C)n[nH]c1=S | i | 0.1% | 5.1% | 19.7% | -1.5% | 429.7%[0.0737 µM] | -1.6% | 12.2% | -9.7%
O=C(Nc1cccc(C(F)(F)F)c1)c1ccc(-n2cncn2)nc1 | i | -0.6% | ? | 0.8% | -27.3% | -5.5% | 6.7% | 1.3% | 1.7%
COc1cc2c(cc1OC)CN(C(=O)CCNC(=O)c1ccc(Br)cc1)CC2 | i | 0.4% | 12.3% | 16.6% | -0.3% | 7.8% | 0.0% | -4.8% | -1.8%
CCc1cccc(NC(=S)N(CCOC)C2CCN(C(C)=O)CC2)c1 | i | 0.0% | -5.9% | 1.3% | 6.1% | -0.8% | -6.8% | -56.9% | 1.2%
CC(=O)Nc1cccc(-c2ccnc3c2CC(C(=O)NCc2ccc(N(C)C)cc2)O3)c1 (configuration not stated) | i | 0.3%[9.22 µM] | . | 2.3% | -1.9% | . | 0.7% | -28.6% | .
O=C(N[C@@H](Cc1ccccc1)C(=O)Nc1ccc(F)cc1)C1CCNCC1 | i | -0.4% | 46.2% | 7.0% | 1.0% | -1.6% | 1.0% | -1.0% | 11.0%
CC12C=CC(=O)C=C1C(F)CC1C3CCC(O)(C(=O)CO)C3(C)CC(O)C12F (configuration not stated) | i | -0.6% | 0.0052µM* | -2.8% | -26.3% | -5.8% | ? | -7.2% | -2.5%
COc1ccc(OCc2nnc(SCC(N)=O)n2-c2ccccc2OC)cc1 | i | -0.2% | -13.0% | 8.1% | 2.8% | -2.5% | 2.0% | 8.9% | -3.9%
CCOC(=O)N1CCN(C(=O)c2sc3nc(-c4ccc(F)cc4)cn3c2C)CC1 | i | 6.4% | -9.2% | 20.4% | -1.6% | 2.4% | 10.9% | 11.2% | 7.6%
CC1=C(C#N)C(c2cccnc2)C2=C(CC(c3ccc(Cl)cc3)CC2=O)N1 (configuration not stated) | i | -0.4% | 2.0% | 3.8% | -23.7% | 3.5% | 2.3% | 4.5% | -1.1%

Reprinted from the part before: three compounds; new compounds follow.
SMILES | ATXN viability | Nrf2 ARE act | Nrf2 block | EPAC2 antag | ATXN2 expr inh | MCF10A rereplic | TGFb inhibitor | HepG2 viability | A549 viability
COc1ccc(OCc2nnc(SCC(N)=O)n2-c2ccccc2OC)cc1 | i | -0.2% | -13.0% | 8.1% | 2.8% | -2.5% | 2.0% | 8.9% | -3.9%
CCOC(=O)N1CCN(C(=O)c2sc3nc(-c4ccc(F)cc4)cn3c2C)CC1 | i | 6.4% | -9.2% | 20.4% | -1.6% | 2.4% | 10.9% | 11.2% | 7.6%
CC1=C(C#N)C(c2cccnc2)C2=C(CC(c3ccc(Cl)cc3)CC2=O)N1 (configuration not stated) | i | -0.4% | 2.0% | 3.8% | -23.7% | 3.5% | 2.3% | 4.5% | -1.1%
C=CCc1cc(C(=O)N2CCCCC2)ccc1O | i | 0.2% | -6.7% | 0.5% | 8.0% | -0.9% | 4.0% | 0.4% | -2.0%
CCOCCCNCc1ccc(OCc2ccc(F)cc2)c(OC)c1 | i | 0.4% | 21.0% | 1.6% | -1.8% | 20.1% | 12.6% | 2.5% | -0.8%
COc1ccc(C(=O)ON=C2CCN(C)CC2)cc1 | i | 0.2% | 15.3% | 9.0% | -24.0% | 1.0% | 8.4% | 8.5% | 3.2%
Cc1cccc(NS(=O)(=O)c2ccc(C(=O)N3CCCCCC3)cc2)c1C | i | 0.4% | ? | -6.2% | -18.2% | 4.5% | -18.2% | 0.5% | -8.4%
C[C@H](NC(=O)CC[C@H]1O[C@@H](n2ccc(=O)[nH]c2=O)[C@H](O)[C@@H]1O)c1cccc2ccccc12 | i | 0.1% | . | 17.1% | 5.4% | . | -0.2% | -0.8% | .
Clc1ccc(-c2csc(-c3nc(-c4ccc(Br)s4)cs3)n2)cc1 | i | -0.5% | 11.8% | . | -2.5% | . | 3.6% | -0.1% | 4.2%
COc1ccc2[nH]c3c(c2c1)CCN1C(=O)C(CC(=O)NCCCn2ccnc2)C[C@H](C(=O)N2CCOCC2)[C@@]31CCC1CCCC1 (some centres not stated) | i | 2.8% | 12.9% | -2.3% | 1.8% | 0.7% | ? | 4.0% | 20.9%
CN1CCN(C(=O)/C(=C/c2ccccc2F)NC(=O)c2ccccc2)CC1 | i | -0.1% | -22.3% | -0.8% | -1.1% | -3.7% | -10.8% | 9.6% | 6.1%
NC(=O)COC(=O)c1ccc(C(=O)C(=O)c2ccccc2)cc1 | i | 0.7% | -9.1% | -11.2% | -10.3% | -3.5% | 0.1% | 2.0% | 2.3%
O=C(CCNC(=O)c1ccccc1Cl)Nc1ccc(Cl)c(C(F)(F)F)c1 | i | 4.3% | 1.3% | -21.9% | . | ? | ? | -27.2% | ?

The list is partial, so the mix of outcomes need not match the whole.
